Screens as filed in PubChem.
AGP1-GFP MLPCN: modulators of AGP1-GFP expression in yeast TOR pathway, primary screen, cell-based, multiplex flow cytometry, S. cerevisiae, MLPCN library; 320,000 compounds, 0.02% hits; GFP response vs DMSO, % at 10 µM; 3 h; GFP as percent of DMSO wells;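 active = GFP response relative to DMSO above a set limit, near screen average plus 3 SD, cut at about 150% in these data; inconclusive = fewer than 70 cells counted for the yeast strain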;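 also: median GFP channel fluorescence of the gated AGP1 strain per well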
VLA-4 inh: inhibition in human VLA-4 binding assay, primary screen, VLA-4 allosteric modulator project, MLPCN library, flow cytometry, VLA-4 expressing cells; Integrin alpha-4 (Homo sapiens), P13612; ligand binding flow cytometry; inhibition, % (about 7 µM as worked out from the volumes in the protocol); 330,000 compounds, 0.2% hits; AID 2557, 2010; in the data active = inhibition above about 50%
CIT2 TOR yeast: modulators of CIT2-GFP expression in yeast, primary screen, S. cerevisiae, GFP fusion, multiplex flow cytometry, MLPCN library; AID 2029, 2009; S. cerevisiae CIT2-GFP strain, 3 h; 100 means same as DMSO wells; 320,000 compounds, 0.065% hits; GFP response vs DMSO, % at 10 µM;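 active = GFP response relative to DMSO above a set limit, near the screen mean plus 3 SD, cut at about 150% in these data; inconclusive = Fewer than 70 cells measured for a yeast strain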;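 also: ratio of well median GFP fluorescence to mean of DMSO wells on the plate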
RPL19A TOR yeast: RPL19A-GFP expression modulators in yeast, primary screen, cell-based, S. cerevisiae, multiplex flow cytometry, MLPCN | S. cerevisiae RPL19A-GFP strain, 3 h; active compounds read low | percent response vs DMSO, % at 10 µM | 330,000 compounds, 0.3% hits | AID 2025, 2009;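 active = percent response vs DMSO below 50%; inconclusive = fewer than 70 events counted for the yeast strain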;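 also: median channel GFP fluorescence of the barcoded RPL19A-GFP strain; ratio of sample median GFP to plate DMSO average so 100% = DMSO; lower means less RPL19A-GFP as with rapamycin TOR inhibition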
MEP2-GFP yeast: modulators of MEP2-GFP levels in yeast, primary screen, S. cerevisiae, multiplex flow cytometry, MLPCN library; S. cerevisiae MEP2-GFP strain, 3 h; 100% = DMSO control level; GFP response vs DMSO, % at 10 µM; 330,000 compounds, 0.51% hits;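 active = GFP response versus DMSO above a set limit, roughly screen mean plus 3 SD, cut at about 180% in these data; inconclusive = fewer than 70 cells counted for a yeast strain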;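 also: median GFP fluorescence of the barcode-gated MEP2-GFP cells per well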
LAP4 TOR yeast: modulators of LAP4-GFP expression in yeast, primary screen, S. cerevisiae, multiplex flow cytometry, MLPCN library. 3 h; median GFP as percent of DMSO wells. GFP response vs DMSO, % at 10 µM. 320,000 compounds, 0.34% hits;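 active = GFP response vs DMSO above a set limit, about the screen mean plus 3 SD, cut at about 150% in these data; inconclusive = under 70 cell events counted for the yeast strain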
JMJD2C inh: inhibitors of GASC-1 histone demethylase, primary screen, biochemical, fluorescence, DELFIA europium | AID 2099, 2009 | 330,000 compounds, 0.069% hits | GST-JMJD2C(1-420) H3K9me3 demethylation | inhibition, % at 2.35 µM;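 active = more than half of a compound's replicate wells show inhibition beyond 50%, single wells judged on their own value; inconclusive = some, but no more than half, of replicates pass 50% inhibition; inactive = no replicate passes 50% inhibition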;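 also: signal counts dimethyl H3K9 product captured on neutravidin plate; 0% = median of DMSO wells and 100% = 0.3 times that DMSO median; strong numbers were not always called active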
Target sequence (Q9H3R0 1-420 limits assumed): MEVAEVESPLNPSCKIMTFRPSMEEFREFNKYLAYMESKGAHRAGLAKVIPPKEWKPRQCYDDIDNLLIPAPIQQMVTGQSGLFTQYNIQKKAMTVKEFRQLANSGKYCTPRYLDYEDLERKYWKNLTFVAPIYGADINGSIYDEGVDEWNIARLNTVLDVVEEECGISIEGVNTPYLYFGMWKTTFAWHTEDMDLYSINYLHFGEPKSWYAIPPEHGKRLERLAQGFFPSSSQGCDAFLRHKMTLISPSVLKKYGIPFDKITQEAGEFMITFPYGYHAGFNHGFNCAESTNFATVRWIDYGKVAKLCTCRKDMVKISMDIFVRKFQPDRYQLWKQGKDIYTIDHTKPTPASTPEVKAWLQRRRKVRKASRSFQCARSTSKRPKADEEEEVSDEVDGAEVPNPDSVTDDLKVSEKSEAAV
GRK2 aptamer HTS: compounds blocking aptamer binding on GRK2 – biochemical, human GRK2, bead flow cytometry, HTS, primary screen; Beta-adrenergic receptor kinase 1 (Homo sapiens), P25098; inhibition of aptamer binding, % at 10 µM; FAM-aptamer displacement from GRK2; 330,000 compounds, 0.59% hits;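 active = inhibition of aptamer binding above 40%, roughly 3 SD of noise, on plates passing a quality check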;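 also: median bead fluorescence of bound FAM aptamer so fluorescent compounds give negative values; no value below 0 was filed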
Target sequence (P25098 whole entry, looked up): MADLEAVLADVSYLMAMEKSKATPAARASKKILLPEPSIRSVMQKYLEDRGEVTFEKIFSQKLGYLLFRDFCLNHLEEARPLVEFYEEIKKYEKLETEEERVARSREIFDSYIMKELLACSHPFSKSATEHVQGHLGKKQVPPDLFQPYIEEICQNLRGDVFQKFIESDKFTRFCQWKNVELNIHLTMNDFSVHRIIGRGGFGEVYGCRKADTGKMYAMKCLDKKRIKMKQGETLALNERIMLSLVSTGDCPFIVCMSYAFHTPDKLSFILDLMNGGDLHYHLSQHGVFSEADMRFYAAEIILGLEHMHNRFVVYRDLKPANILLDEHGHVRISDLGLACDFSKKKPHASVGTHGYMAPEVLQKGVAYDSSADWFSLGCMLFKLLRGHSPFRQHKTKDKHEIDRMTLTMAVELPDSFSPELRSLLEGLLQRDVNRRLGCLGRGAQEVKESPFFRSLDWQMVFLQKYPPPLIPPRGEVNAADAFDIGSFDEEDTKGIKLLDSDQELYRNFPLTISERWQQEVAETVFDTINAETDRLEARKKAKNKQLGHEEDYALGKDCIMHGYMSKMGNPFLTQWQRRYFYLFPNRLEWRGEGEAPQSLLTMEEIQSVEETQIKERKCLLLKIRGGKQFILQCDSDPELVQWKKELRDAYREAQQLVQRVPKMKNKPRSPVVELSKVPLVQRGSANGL
* marks the source's active call; other numbers are inactive results; ? = inconclusive; nt = no result given; & = joins results of further samples; [ ] = remark or other dose.

SMILES	AGP1-GFP MLPCN	VLA-4 inh	CIT2 TOR yeast	RPL19A TOR yeast	MEP2-GFP yeast	LAP4 TOR yeast	JMJD2C inh	GRK2 aptamer HTS
O=C(N/N=C/c1cccc2ccccc12)C(=O)N1CCCC1	102	4	96	100	106	99	-2	2
Cc1ccc(N(CCC(=O)O)S(=O)(=O)c2ccc(C)cc2)cc1	96	8	97	105	97	87	-4	0
CCOc1ccc(OCCC(=O)OCC(=O)NC2CCCC2)cc1	103	0	103	101	102	97	-8	5
CCN(CC)CCNC(=S)Nc1ccc2nc3n(c(=O)c2c1)CCCCC3	101	-10	109	97	100	107	9	0
Cc1ccc(NC(=O)CCC(=O)N/N=C/c2cccs2)cc1C	102	2	107	103	100	95	0	0
CCNS(=O)(=O)c1ccc(CCC(=O)N2CCN(c3ccccc3)CC2)cc1	110	5	117	111	114	103	-2	1
O=C(NC1=C(Nc2ccc(F)cc2)C(=O)c2ccccc2C1=O)c1ccc(Cl)cc1	97	10	100	102	101	105	-4	4
Cc1ccc(S(=O)(=O)Nc2c(C)nn(C)c2C)c(C)c1	101	-4	98	96	101	105	3	1
O=C(CS(=O)(=O)c1ccc(F)cc1)N1CCOCC1	102	-10	102	98	99	103	4	0
O=C1CCC(=O)N1c1ccc(S(=O)(=O)N2CCCC2)cc1	102	41	99	99	98	99	-23	3

Of the compounds above, these have nitrogen in an aromatic ring.
SMILES	AGP1-GFP MLPCN	VLA-4 inh	CIT2 TOR yeast	RPL19A TOR yeast	MEP2-GFP yeast	LAP4 TOR yeast	JMJD2C inh	GRK2 aptamer HTS
CCN(CC)CCNC(=S)Nc1ccc2nc3n(c(=O)c2c1)CCCCC3	101	-10	109	97	100	107	9	0
Cc1ccc(S(=O)(=O)Nc2c(C)nn(C)c2C)c(C)c1	101	-4	98	96	101	105	3	1

The listing picks up with the two entries that preceded the break.
SMILES	AGP1-GFP MLPCN	VLA-4 inh	CIT2 TOR yeast	RPL19A TOR yeast	MEP2-GFP yeast	LAP4 TOR yeast	JMJD2C inh	GRK2 aptamer HTS
O=C(CS(=O)(=O)c1ccc(F)cc1)N1CCOCC1	102	-10	102	98	99	103	4	0
O=C1CCC(=O)N1c1ccc(S(=O)(=O)N2CCCC2)cc1	102	41	99	99	98	99	-23	3
Cc1cc(OCC(O)CNC(C)c2ccccc2)ccc1C(C)C (centres undefined)	102	4	106	106	114	92	-8	1
COCCCNC(=O)c1sc2ncn(CC(=O)Nc3ccc(C)c(Cl)c3)c(=O)c2c1C	95	10	95	105	108	104	8	0
Cc1nc2ccccc2c(=O)n1NC(=O)/C=C/c1ccccc1	87	16	97	107	105	93	-2	0
Cc1cccc(C)c1NC(=O)COC(=O)CCc1ccc(S(=O)(=O)N2CCCCC2)cc1	100	-5	101	103	90	98	-4	0
CSC1=NCCN1C(=O)c1ccc(S(=O)(=O)N(C)C)cc1	99	4	100	99	120	104	-3	0
O=C1c2ccccc2C2=Nc3ccccc3SC(c3cccc(F)c3)C12 (centres undefined)	94	-11	101	103	180*	119	-9	5
CC1(Cc2ccc3c(c2)OCO3)NC(=O)NC1=O (centres undefined)	99	-6	93	98	100	100	0	0
CCC(C)NS(=O)(=O)c1ccc(OCC(=O)N2CCC(C)CC2)cc1 (centres undefined)	92	7	92	90	98	94	-2	0
COc1cc2c(cc1OC)CN(C(=O)CCNC(=O)c1ccccc1Cl)CC2	87	5	88	91	92	90	5	4
Cn1c(=O)c2c(ncn2CC(=O)Nc2nc(-c3ccccc3Cl)cs2)n(C)c1=O	?	4	?	13*[may fluoresce violet]	210*[may fluoresce violet]	69[may fluoresce violet]	-3	0
Cc1[nH]c2ccccc2c1CCC(N)=O	103	-2	109	98	98	103	-10	0
Cc1ccc(C(=O)C(OC(=O)CN2C(=O)c3ccccc3C2=O)c2ccccc2)cc1 (centres undefined)	107	19	107	98	105	99	-12	29
CCCN1C(=O)/C(=C\C=C2/Sc3ccccc3N2CCO)SC1=S	100	-214	99	98	98	97	-26	0
CCC1CCc2sc(C(=O)NCc3ccccn3)cc2C1 (centres undefined)	100	7	97	95	106	101	4	2
O=C(NCCCn1ccnc1)/C(=C\c1cccs1)NC(=O)c1ccccc1	95	-3	98	97	118	101	0	0
Cc1cc(C)c(S(C)(=O)=O)c(Oc2ccc(F)cc2)n1	101	-3	94	98	102	98	10	1
CCCCN(CCCC)CCNC(=O)CN1C(=O)CSc2ccc(S(=O)(=O)N3CCOCC3)cc21	96	3	105	97	102	93	16	4
NNc1nc2c(Cl)ccc(Cl)c2s1	100	3	93	102	113	86	2	1
O=C(/C=C/c1ccc(OCc2cccc(Cl)c2)cc1)N1CCOCC1	94	-11	78	97	99	138	-13	0
CCCCC(=O)Nc1ccc(C(=O)NCCCn2ccnc2)cc1	29	9	106	73	132	96	4	0
CC(C)(C)NC(=O)CN1CCCN(C(=O)c2cccc(S(=O)(=O)N3CCc4ccccc43)c2)CC1	100	10	96	95	102	97	-3	0
O=C(Cn1nnc(-c2cccc(C(F)(F)F)c2)n1)NNS(=O)(=O)c1cccc(C(F)(F)F)c1	99	20	99	98	100	108	-8	0
COc1ccc2oc(-c3ccco3)cc(=O)c2c1	92	7	94	97	100	108	-3	0
CCCCN1C(=O)/C(=C2\SC(N3CCOCC3)=NC2=O)c2ccccc21	100	10	109	107	106	90	-1	2
COc1cc(NS(=O)(=O)c2ccc(NC(=S)NC(=O)C(C)(C)C)cc2)nc(OC)n1	106	-4	107	101	103	100	54	0
O=C1C=C(c2ccccc2)OC(=O)C1C(=O)c1ccccc1 (centres undefined)	92	11	98	96	97	104	-4&-2	0
O=C(NN1C(=O)c2ccccc2NC1c1ccccn1)c1ccc([N+](=O)[O-])cc1 (centres undefined)	100	2	106	102	103	98	6	3
CC(=O)C1=C(C)OC(N)=C(C#N)C1c1cccc([N+](=O)[O-])c1 (centres undefined)	90	-3	nt	94	96	89	6	1
Brc1ccc(-c2nc(N/N=C/c3cccnc3)c3ccccc3n2)cc1	85	-7	101	87	96	109	-4	0
COc1cccc(OC)c1-c1nn2c(-c3ccccc3Cl)nnc2s1	94	4	80	99	101	107	-2	2
CCCc1cc(=O)oc2cc(C)cc(OCC(=O)NCC(O)c3ccccc3)c12 (centres undefined)	102	10	93	102	102	96	80	0
CCC(=O)N(CCC1(C(C)C)CCOC(C)(C)C1)C(C)c1cccs1 (centres undefined)	110	35	106	109	100	103	?	1
CN1CCc2c(sc(NC(=O)Cc3ccccc3)c2C(N)=O)C1	104	5	101	99	102	119	5	0
CC(Oc1ccc(-c2ccccc2)cc1)C(=O)N/N=C/c1cccnc1 (centres undefined)	100	13	103	101	103	109	-20	0
O=C(CCn1cccc1)NC1CCCc2ccccc21 (centres undefined)	96	0	84	92	142	84	1	0
Cc1ccc(-n2c(O)c(C=Nc3cc(C)on3)c3ccccc3c2=O)c(C)c1	99	4	96	98	97	101	-3	0
Nc1nc2nccc(-c3ccccn3)n2n1	108	11	101	98	104	104	10	0
O=C(C1CC(=O)N(c2ccc(F)cc2)C1)N1CCCCC1 (centres undefined)	94	1	96	101	103	90	-7	0
O=C(N/N=C/c1cc2c(cc1Cl)OCO2)c1ccncc1	97	10	106	104	106	92	16	4
CC(=O)Nc1ccc(NC(=O)COC(=O)c2cc(S(=O)(=O)N(C)C)ccc2N2CCCC2)cc1	104	11	98	105	100	103	-24	1
COC(=O)[C@]1(Cc2ccccc2)N[C@H](CN(C)C(=O)Nc2ccc(OC)cc2)[C@@H]2C(=O)N(C)C(=O)[C@@H]21	107	-4	105	103	105	103	nt	7
Cc1csc(SCC(=O)N(C)CC(=O)Nc2ccccc2Cl)n1	75	-1	77	93	96	95	-2	0
Nc1nc(SCC(=O)N2N=C3/C(=C/c4ccco4)CCCC3C2c2ccco2)n[nH]1 (centres undefined)	96	19	97	98	98	105	10	0
COc1ccc(C(=O)Nc2ccc(NC(=O)c3cnccn3)cn2)cc1	94	1	nt	97	105	99	6	0
COc1ccc(OC)c(-c2cc(C(=O)N/N=C/c3cc(OC)c(OC)cc3OC)c3ccccc3n2)c1	109	-8	107	96	104	133	1	0
Cn1cnc([N+](=O)[O-])c1NC(C)(C)C	110	9	101	102	101	106	2	0
CCN(Cc1cc2ccccc2[nH]c1=O)S(=O)(=O)c1ccccc1	96	-1	95	93	95	105	-5	1
COc1ccccc1CNC(=O)C1CCN(S(=O)(=O)c2cccc3nonc23)CC1	92	-8	97	92	96	83	-20	0
CC1CCN(c2nc3c(c(=O)n(C)c(=O)n3C)n2CCSc2ncccn2)CC1	111	-15	120	105	101	117	5	4
COc1ccccc1CN(CC(=O)NCc1ccc2c(c1)OCO2)C(=O)c1ccc2c(c1)OCCO2	104	-1	112	100	109	102	24	2

Printed as active in RPL19A TOR yeast (from the list above):
SMILES	AGP1-GFP MLPCN	VLA-4 inh	CIT2 TOR yeast	RPL19A TOR yeast	MEP2-GFP yeast	LAP4 TOR yeast	JMJD2C inh	GRK2 aptamer HTS
Cn1c(=O)c2c(ncn2CC(=O)Nc2nc(-c3ccccc3Cl)cs2)n(C)c1=O	?	4	?	13*[may fluoresce violet]	210*[may fluoresce violet]	69[may fluoresce violet]	-3	0

Whole records from above.
O=C(Cn1nnc(-c2cccc(C(F)(F)F)c2)n1)NNS(=O)(=O)c1cccc(C(F)(F)F)c1 in the list: AGP1-GFP MLPCN: 99; VLA-4 inh: 20; CIT2 TOR yeast: 99; RPL19A TOR yeast: 98; MEP2-GFP yeast: 100; LAP4 TOR yeast: 108; JMJD2C inh: -8; GRK2 aptamer HTS: 0
O=C(/C=C/c1ccc(OCc2cccc(Cl)c2)cc1)N1CCOCC1 in the list: AGP1-GFP MLPCN: 94; VLA-4 inh: -11; CIT2 TOR yeast: 78; RPL19A TOR yeast: 97; MEP2-GFP yeast: 99; LAP4 TOR yeast: 138; JMJD2C inh: -13; GRK2 aptamer HTS: 0
COc1ccccc1CNC(=O)C1CCN(S(=O)(=O)c2cccc3nonc23)CC1 in the list: AGP1-GFP MLPCN: 92; VLA-4 inh: -8; CIT2 TOR yeast: 97; RPL19A TOR yeast: 92; MEP2-GFP yeast: 96; LAP4 TOR yeast: 83; JMJD2C inh: -20; GRK2 aptamer HTS: 0

(list continues)
SMILES	AGP1-GFP MLPCN	VLA-4 inh	CIT2 TOR yeast	RPL19A TOR yeast	MEP2-GFP yeast	LAP4 TOR yeast	JMJD2C inh	GRK2 aptamer HTS
O=C(CSc1n[nH]c(-c2cccs2)n1)NCc1cccs1	102	29	101	100	103	100	-3	0
CC(C)Cc1ccc(CN2CCCC(NC(=O)CCN3CCCO3)C2)cc1 (centres undefined)	98	-21	96	99	97	107	-1	0
COC(=O)[C@@]1(Cc2ccc(F)cc2)[C@H]2c3cc(C(=O)N(C)C)n(Cc4nc5ccccc5[nH]4)c3C[C@H]2CN1C(=O)c1ccccc1	103	-4	96	104	106	98	-1	0
O=C(NCCCO)Nc1ccc2nc(-c3ccco3)c(-c3ccco3)nc2c1	94	20	97	93	105	98	nt	40
